ABHD5-PLIN5 inh = ABHD5-PLIN5 interaction inhibitors, primary screen, cell lysate, split luciferase complementation, luminescence; Perilipin-5 (Homo sapiens) + 1-acylglycerol-3-phosphate O-acyltransferase ABHD5 (Homo …; 360,000 tested, 0.78% active; Split G. princeps luciferase complementation, 4 h; inhibition, % at 4 µM;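 active = inhibition above the mean inhibition across every tested compound plus 3 SD, cut at about 22% in these data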;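 also: 0% = DMSO only wells and the 100% control is not disclosed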
Vif imaging = HIV Vif self-association inhibitors, primary screen, imaging, HEK293T, single point. inhibition, % at 7.49 µM. 340,000 tested, 0.35% active. HEK293T cells, Vif self-association by quenched fluorescence, 24 h; in the data active = inhibition above about 50%, passing the limit was not always enough; inconclusive = no clear call, values can overlap the other calls; inactive = below about 31%; also: some results filed as inactive read as strong as hits
Granule exo inh = LAMP-1 surface exposure blockers, TALL-104 cells – cell-based, flow cytometry, MLPCN library, primary screen; TALL-104 LAMP-1 surface exposure; cells stimulated with thapsigargin and PMA; inhibition, % at 10 µM; 360,000 tested, 0.66% active; AID 651702, 2012;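 active = inhibition above about 55%, limit read from the data; inconclusive = no clear call, values can overlap the other calls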
MC4R antagonist = MC4R antagonists of cAMP signaling, primary screen, cell-based, TR-FRET, antagonist arm of biased-ligand search; Melanocortin receptor 4 (Homo sapiens), P32245; MC4R-expressing cells, MTII-stimulated cAMP, LANCE TR-FRET; inhibition, % at 6.5 µM; 360,000 tested, 0.48% active;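 active = inhibition above its plate's cutoff, the mean of tested wells on that plate plus 3 SD, cut at about 29% in these data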;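 also: 0% = Melanotan II alone and 100% = Melanotan II plus saturating MCL0020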
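Test system: U2OS cells stably expressing human melanocortin 4 receptor (MC4R); also added: Melanotan II challenge; compound: 6.5 µM single dose; timing: 30-min compound preincubation, 1-h Melanotan II challenge, 1-h detection, room temperature; signal: Eu-cAMP/anti-cAMP TR-FRET, emission 671 nm; repeats: one well per compound, no replicates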
ABCB6 inh 2 = ABCB6 transporter inhibitors, primary screen, K562-ABCB6 cells, flow cytometry, MLPCN library | fluorescence ratio to DMSO, % at 10 µM | K562-ABCB6 porphyrin accumulation, 1 h; hits give low values | AID 602162, 2011 | 360,000 tested, 0.19% active;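 active = fluorescence ratio to DMSO below 75%, the collection mean minus 3 SD; inconclusive = too few cells collected in the well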;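 also: signal is porphyrin accumulated inside mitochondria; 100% equals median channel fluorescence of DMSO control wells; lower ratio means ABCB6 inhibition with less porphyrin fluorescence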
Target sequence (Q9NP58 whole entry, looked up): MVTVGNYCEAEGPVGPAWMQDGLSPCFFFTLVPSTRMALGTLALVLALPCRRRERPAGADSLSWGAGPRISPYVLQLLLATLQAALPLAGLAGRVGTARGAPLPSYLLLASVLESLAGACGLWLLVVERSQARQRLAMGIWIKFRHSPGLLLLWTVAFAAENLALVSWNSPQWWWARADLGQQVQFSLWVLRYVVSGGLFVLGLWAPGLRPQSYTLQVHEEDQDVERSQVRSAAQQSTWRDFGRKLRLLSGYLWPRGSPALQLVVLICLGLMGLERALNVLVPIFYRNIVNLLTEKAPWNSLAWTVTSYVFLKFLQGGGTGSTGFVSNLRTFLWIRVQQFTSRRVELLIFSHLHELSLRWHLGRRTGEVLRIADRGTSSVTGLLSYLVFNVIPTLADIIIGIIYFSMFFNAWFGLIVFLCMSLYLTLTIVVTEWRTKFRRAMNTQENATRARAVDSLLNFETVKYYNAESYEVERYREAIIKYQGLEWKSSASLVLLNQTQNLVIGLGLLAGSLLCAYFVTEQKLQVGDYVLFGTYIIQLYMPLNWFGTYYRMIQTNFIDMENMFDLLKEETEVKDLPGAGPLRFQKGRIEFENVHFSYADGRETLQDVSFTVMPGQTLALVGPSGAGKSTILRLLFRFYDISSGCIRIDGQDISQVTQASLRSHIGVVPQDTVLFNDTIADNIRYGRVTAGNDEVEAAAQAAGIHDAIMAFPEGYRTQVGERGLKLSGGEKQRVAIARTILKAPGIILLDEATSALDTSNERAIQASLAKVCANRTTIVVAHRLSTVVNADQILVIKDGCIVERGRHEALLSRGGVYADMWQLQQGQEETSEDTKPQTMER
TLR9-MyD88 inh = inhibitors of TLR9-MyD88 association in cells, primary screen, cell-based, CHO, BLA complementation, fluorescence. CCF4 FRET ratio. inhibition, % at 4.98 µM. 340,000 tested, 0.21% active. AID 504734, 2011;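 active = inhibition above the mean over all tested compounds plus 3 SD, cut at about 21% in these data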;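 also: 0% = DMSO only wells and 100% = clavulanate BLA inhibitor control wells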
NOD2-RIPK2 inh = NOD2-RIPK2 binding disruptors in cells, primary screen, fluorescence, CHO cells, BLA complementation. Receptor-interacting serine/threonine-protein kinase 2 (Homo sapiens), O43353. CCF4 ratio. inhibition, % at 4.98 µM. 360,000 tested, 0.38% active. AID 624267, 2012; in the data active = inhibition above about 21%;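 also: 0% = vehicle only and 100% = reference blocker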
aDG glyco up = activators of alpha-DG glycosylation, primary screen, uHTS, Pro5-aDG cells, AlphaScreen; alpha-DG glycosylation AlphaScreen (IIH6); 0% Pro5, 100% B10-LARGE cell signal; activation, % at 10 µM; 360,000 tested, 0.22% active; AID 624168, 2012;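 active = activation of at least 8% versus controls, or a plate z-score of at least 8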;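 also: Pro5 are CHO cells carrying HIG-tagged alpha-DG that lacks glycosylation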
MC4R barr agon = MC4R agonists recruiting beta-arrestin, primary screen, cell-based, luminescence, agonist arm of biased-ligand search. U2OS MC4R beta-arrestin complementation; percent of melanotan II response, DMSO zero. Melanocortin receptor 4 (Homo sapiens), P32245. 360,000 tested, 0.98% active. activation, % at 8.9 µM;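 active = activation above a per-plate cutoff, the mean activation of sample wells on that plate plus 3 SD, cut at about 8% in these data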
Glyco luc inh = increase of ERlucT glycosylation luciferase signal, primary screen, N-linked glycosylation inhibitor project, D54 ERlucT cells, luminescence, set 2. reporter increase, % at 12.5 µM. 360,000 tested, 0.23% active. D54 ERlucT glycosylation luciferase reporter, 24 h; percent of 100 nM tunicamycin response;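 active = mean luciferase reporter signal, scaled so untreated is 0 and the glycosylation-blocking control 100, at or above a set limit in every replicate; inconclusive = mean reaches the limit but not every replicate does; inactive = mean below the limit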;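 also: luciferase carries N-glycosylation sites so blocking glycosylation raises the light; 0% = median of neutral control wells and 100% = median of 100 nM tunicamycin wells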
Numbers without * were called inactive; ? = inconclusive; . = no result given. The list is partial, so the mix of outcomes need not match the whole.

Second line of a record: Vif imaging	ABCB6 inh 2	MC4R barr agon	Granule exo inh	Glyco luc inh	TLR9-MyD88 inh	aDG glyco up	MC4R antagonist	ABHD5-PLIN5 inh	NOD2-RIPK2 inh
> O=C(/C=C/c1ccc(Br)o1)NC(c1ccccc1)c1ccccc1
 : -2.5	100.0	3.8	0.3	-3.6	-16.1	-0.5	6.8	18.9	10.0
> S=C(NCCCNC(=S)Nc1ccccc1)Nc1ccccc1
 : -6.5	97.0	-0.9	1.1	5.4	-1.4	-0.2	23.2	3.1	-12.4
> O=[n+]1cc(-c2ccccc2)n([O-])c2c1CCC2
 : 5.5	92.0	-0.1	1.8	0.1	-3.0	-0.2	4.8	1.4	4.3
> O=C(Nc1nccs1)c1cc(Cl)ccc1[N+](=O)[O-]
 : 2.4	95.0	-1.8	8.3	5.3	16.6	0.0	-1.2	0.8	11.8
> O=[N+]([O-])c1cc(-c2ccc(/C=N/n3cnnc3)o2)ccc1Cl
 : -8.0	101.0	1.4	10.1	1.8	-3.2	0.0	13.7	1.6	2.9
> CCCCCC(=O)N1CC2(CC(c3cccc(NC(=O)CC)c3)=NO2)C[C@H]1C(N)=O (stereo partly specified)
 : 4.2	97.0	-1.4	-6.5	0.0	-10.5	0.1	7.3	11.4	5.7
> COC(=O)c1ccc2nc(C(C)(C)C)c(Cc3ccc(OC)cc3C)n2c1
 : .	103.0	.	-1.7	-1.2	.	0.1	.	9.0	-11.2
> c1ccc(-c2csc(N3CCc4ccccc4C3)n2)cc1
 : -7.4	105.0	1.0	-4.6	0.3	2.4	-0.4	8.4	-5.5	5.2
> O=C1/C(=C\c2ccccn2)SC(=S)N1Nc1ncc(C(F)(F)F)cc1Cl
 : 17.2	105.0	-0.8	-4.7	0.6	-1.0	-0.2	6.9	-5.4	-5.3
> CCOc1cc(/C=N/NC(=O)c2nn(C)cc2Br)ccc1OCc1ccccc1Cl
 : -0.5	102.0	12.0*	3.8	-5.7	-10.3	0.8	-8.6	-3.8	3.4
> Cc1cc(C)nc(N/N=C2/CCCC/C2=C\c2ccccc2)n1
 : -4.9	98.0	-2.4	-4.3	1.3	10.2	5.9	2.1	4.3	4.7
> CC(=O)Oc1ccc2oc(=O)c3c(c2c1)CCCN3C(=O)CN1CCOCC1
 : -5.8	97.0	0.0	6.3	1.7	-5.5	-0.4	20.1	4.0	-3.0
> O=S(=O)(NC(=NCCc1ccc(Cl)cc1)c1ccccc1Cl)c1cccs1
 : -3.9	100.0	3.8	4.4	-5.1	2.2	0.2	0.6	5.7	0.3
> CS(=O)(=O)Nc1ccccc1C(=O)OCC(=O)N1CCC(c2ccccc2)=N1
 : 6.5	95.0	-1.6	2.9	2.4	-17.4	0.1	1.2	-0.5	3.8
> O=C(/C=C/c1ccc([N+](=O)[O-])s1)N1CCCCC1
 : 6.6	97.0	0.1	-0.3	39.4*	6.2	3.5	-8.0	-2.2	-10.9
> CCC(=O)Nc1ccc2nc(SCC(=O)N3CCCC3)sc2c1
 : 2.1	101.0	-1.3	-0.3	-0.5	-10.3	-0.2	13.2	7.7	1.2
> Cc1cc2cc(CCNC(=O)CCCc3ccccc3)c(=O)[nH]c2cc1C
 : -1.0	105.0	2.2	17.7	-1.1	2.9	-0.1	-2.3	7.5	5.7
> N#CCCN(Cc1cccnc1)C(=O)Nc1ccc(Cl)c(Cl)c1
 : 0.5	101.0	-1.3	-4.7	2.4	-3.0	0.2	15.2	2.6	-2.2
> COc1ccc(Cl)cc1NC(=O)CCS(=O)(=O)c1cc2c(cc1C)NC(=O)CO2
 : 0.2	95.0	0.8	8.9	3.1	7.7	0.1	2.0	2.2	0.4
> COC(=O)[C@H](C(C)C)n1c(C)c(C(C)=O)c(C(C)=O)c1C
 : 12.3	103.0	-0.4	0.2	1.6	3.5	-0.4	11.7	0.0	8.7
> CCN(CC)S(=O)(=O)c1ccc(N2CCN(C)CC2)c(NC(=O)COc2ccc(F)cc2Cl)c1
 : ?	95.0	-1.3	40.2	-5.1	-13.1	0.0	-0.5	-8.1	6.4
> Cc1cc(C(=O)COc2cccnc2[N+](=O)[O-])c(C)n1Cc1cccs1
 : -6.7	97.0	-2.9	-1.9	-7.4	-4.3	2.5	-2.8	-2.2	3.5
> CC(=O)c1ccc(N2CCN(C(=S)Nc3ccccc3)CC2)cc1
 : -1.6	96.0	-1.8	0.1	1.6	-8.4	0.6	5.4	-3.8	-1.5
> CC(C)NC(=S)NNc1nc2ccccc2s1
 : 1.8	99.0	-0.8	3.9	0.3	10.0	0.2	5.1	-11.4	-11.2
> O=C(O)c1ccc(C=C(c2nc3ccccc3s2)c2nc3ccccc3s2)cc1
 : -1.5	107.0	-2.0	0.5	5.3	0.5	0.0	9.0	-8.0	6.5
> Cc1cc2nc(-c3ccc(SCc4ccccn4)nc3)[nH]c2cc1C
 : -9.0	97.0	1.9	6.3	-2.4	3.6	-0.1	15.6	1.9	-13.6
> CN(Cc1ccc(Cl)cc1Cl)C(=O)c1cccc(S(=O)(=O)NCc2ccccc2)c1
 : -6.5	93.0	3.1	-2.1	-3.2	-10.0	0.4	2.4	3.1	-1.5
> O=C(Nc1ccc(Cl)cc1)Nc1ccccn1
 : -1.0	95.0	1.4	-8.1	0.0	-1.8	-0.1	1.6	15.6	-5.5
> Cc1cnn(-c2cc(N/N=C/c3ccc(F)cc3)ncn2)c1
 : 10.1	99.0	-1.4	-1.8	1.0	-13.2	-0.3	-4.1	2.0	-3.8
> O=C(CCS(=O)(=O)c1ccc(Cl)cc1)Oc1ccc2c(c1)OCO2
 : 12.0	99.0	0.0	2.1	-0.4	-6.8	-0.1	2.5	2.3	-8.4
> O=C(CN1CCN(Cc2ccc(F)cc2)C1=O)NCc1cccs1
 : .	98.0	0.3	3.8	0.1	-2.9	0.0	5.3	-8.6	-4.2
> COc1cccc(C2=NN(C(C)=O)C(c3cccs3)C2)c1 (stereo unspecified)
 : -0.5	92.0	-0.6	-9.1	-0.6	-12.7	0.1	4.5	-4.5	6.0
> Cc1ccc(S(=O)(=O)Nc2cc(-c3ccc(Cl)cc3)nn2C)cc1
 : -2.9	90.0	0.8	-1.0	2.6	.	0.0	6.9	3.3	-16.7
> CCOC(=O)C1=CCN(S(=O)(=O)c2ccc(C)cc2)C1c1ccc(C)cc1 (stereo unspecified)
 : -9.6	103.0	.	-3.2	0.4	.	-0.1	.	-0.6	2.3
> COc1cc(/C=N/NC(=O)c2ccc(-n3cccc3)cc2)ccc1O
 : 0.7	86.0	-2.0	-2.0	4.1	0.2	0.1	1.3	-1.4	-0.9
> CCOC(=O)c1c(NC(=O)COC(=O)CCNS(=O)(=O)c2ccccc2)sc(C(=O)NC)c1C
 : 2.1	103.0	0.1	-6.3	0.5	-4.6	0.0	31.2*	19.2	12.3
> S=C(NCC1CCCO1)N1CCN(c2ccc(Cl)c(Cl)c2)CC1 (stereo unspecified)
 : -15.3	97.0	-2.4	3.5	-0.3	0.8	2.7	0.8	-0.3	-9.1
> CC(C)CCNC(=O)C(c1ccncc1)N(CC1CCCO1)C(=O)Cn1nnc(-c2ccc(F)cc2)n1 (stereo unspecified)
 : -4.6	96.0	1.5	-1.5	1.0	5.1	-0.1	5.1	2.9	5.6
> O=C1C2CCCN2C(=O)N1CCCCN1CCN(c2cccc(C(F)(F)F)c2)CC1 (stereo unspecified)
 : -3.5	98.0	-1.3	-3.3	0.0	-3.7	-0.1	4.9	8.7	-1.7
> COc1ccc(C2C(C#N)=C(N)SC(N)=C2C#N)cc1OC
 : 19.6	91.0	-2.0	-1.8	6.9	1.1	-0.3	1.6	-11.6	4.8
> CCCCC(=O)Nc1nn(CC)c2nc3c(C)cccc3cc12
 : -2.9	102.0	2.1	-5.7	4.6	4.3	0.8	-1.1	-3.7	-1.7
> COc1ccc(-n2ncc3c(NCC(C)C)ncnc32)cc1
 : -6.7	101.0	-0.4	-2.1	-16.6	6.1	-0.1	11.0	-4.2	6.2
> Cc1ccc2nc(-c3cccc(NC(=O)c4ccco4)c3)[nH]c2c1
 : -0.3	95.0	-1.5	-2.4	-1.1	0.6	0.1	3.9	3.1	-12.1
> COC(=O)C1=CN(c2ccc(F)c(F)c2)C=C(C(=O)OC)C1c1ccc([N+](=O)[O-])cc1
 : -9.3	95.0	-2.3	16.7	-6.2	-17.9	0.0	1.7	-0.3	-2.8
> O=C(C[C@@H]1C[C@H]2c3cc(NC(=O)NC4CCCCC4)ccc3O[C@H]2[C@H](CO)O1)NC1CCCCC1
 : -9.1	96.0	-0.6	-6.5	-0.2	9.3	0.0	7.8	-2.4	4.2
> CC(C)c1onc(C(=O)Nc2cccc(Cl)c2)c1[N+](=O)[O-]
 : -7.9	105.0	2.0	2.9	0.3	2.8	-0.4	4.8	3.4	-20.2
> CC1(C(=O)NS(=O)(=O)c2cccc(Cl)c2)CCN1C(=O)C1CCCCC1 (stereo unspecified)
 : 9.2	97.0	0.4	-7.1	3.2	.	1.1	0.5	13.4	3.8
> CC1Cc2ccccc2N1C(=O)Cn1c(=O)oc2cc(S(=O)(=O)NC3CCCC3)ccc21 (stereo unspecified)
 : .	102.0	0.6	-3.0	-5.3	8.5	-0.1	2.4	-14.8	-9.4
> CCCCN(C(=O)CSCC(=O)Nc1ccc(OC)cc1)c1c(N)n(CCC)c(=O)[nH]c1=O
 : 4.6	99.0	-0.3	-6.5	1.4	5.7	0.2	6.8	-0.9	0.0
> CC(C)NC(=O)C1(C)CCN1C(=O)C1(c2ccccc2)CCCC1 (stereo unspecified)
 : -7.6	100.0	0.0	4.2	-1.0	.	0.0	9.6	-1.4	-13.4
> O=C(CCC(=O)Nc1cccc([N+](=O)[O-])c1)NCc1ccccc1
 : -3.3	100.0	-2.7	0.6	-1.9	-7.2	-0.2	9.1	3.3	-9.0
> O=C(COc1ccc(S(=O)(=O)N2CCOCC2)cc1)NC1CCCC1
 : 24.4	96.0	-0.2	2.0	1.7	-9.1	0.1	14.7	-0.7	3.9
> O=C(NC(Cc1c[nH]c2ccccc12)c1nnc2n1CCCCC2)c1ccc(Cl)cc1 (stereo unspecified)
 : -5.7	105.0	0.4	-1.5	-0.5	0.7	-0.1	10.6	-1.5	-2.0
> Cc1ccc(N(Cc2ccccc2)C(=O)Cc2ccc(S(=O)(=O)N3CCOCC3)s2)cc1
 : 3.5	92.0	-0.6	-5.9	-2.9	-8.3	-0.1	3.7	1.9	5.5

Bioassay records (PubChem BioAssay)
